Screening results deposited in PubChem BioAssay by several laboratories.
Yeast life ext – extends the lifespan of yeast; actives 0.68% (n = 130,000); inhibition of the nicotinamide effect, % at 10 µM; AID 775; S. cerevisiae growth with nicotinamide, OD615; deaD strain in restrictive glucose medium;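 active = inhibition above a set limit, placed 3 SD over the median of all compounds, cut at about 26% in these data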;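 note: 0% = nicotinamide-treated wells and 100% = cells grown without nicotinamide; some compounds called inactive have numbers as strong as hits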
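Material: Modified budding yeast, DeaD strain | Medium: Restrictive glucose medium | Probe or stimulus: 1.5 mM nicotinamide | Dosing: Single dose 10 µM compound, 0.25% DMSO | Times: 48 h at 30 °C | Technique: OD615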
E-sel TNF inh – blocks E-selectin expression induced by TNF alpha; HUVEC TNFa-induced E-selectin immunofluorescence, high content; inhibition, % at 2 µM; actives 0.71% (n = 120,000);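 active = inhibition above the batch mean plus 3 SD, and confirmed as a hit on visual image review, cut at about 43% in these data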;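 note: 0% = TNF-stimulated DMSO wells and 100% = unstimulated control wells; not every result past the cut was called active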
HCT116 bCat-KO – beta-catenin-lacking colon tumor cell growth suppression. viability, % at 10 µM. HCT116 beta-catenin knockout viability, CellTiter-Glo, 60 h; stronger effect = lower value. AID 818. actives 1.5% (n = 140,000);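 active = viability at or under a set limit, the compound median less 4 SD, cut at about 6% in these data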;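 note: 0% = Hyamine 1622 control at 20 µM and 100% = untreated cell control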
Yeast growth inh – yeast BB579 growth reduction in restrictive medium | S. cerevisiae BB579 growth, OD615, 48 h | inhibition, % at 10 µM | actives 0.51% (n = 140,000) | AID 804;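 active = inhibition above a set limit, 3 SD over the mean compound inhibition, cut at about 44% in these data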; note: inactives centre near -24
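Test system: S. cerevisiae DeaD strain BB579 yeast; Medium: restrictive CSMM-D medium; Compound: one dose, 10 µM compound with 0.25% DMSO; Incubation: 4 h cell preincubation, 48 h compound exposure, 30 °C humidified; Signal: OD at 615 nm; Benchmarks: amphotericin B at 10 µg/mL as positive control.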
GALR2 blocker – GALR2 (human) receptor antagonism; O43603; GALR2-expressing cells, antagonist mode; inhibition, % at 4 µM; actives 0.39% (n = 140,000); AID 828; in the data active = inhibition above about 27%;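 note: cells stimulated with galanin 1-16 at roughly its EC80; 0% = agonist challenge control and 100% = basal control without agonist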
Target sequence (O43603 whole entry, looked up): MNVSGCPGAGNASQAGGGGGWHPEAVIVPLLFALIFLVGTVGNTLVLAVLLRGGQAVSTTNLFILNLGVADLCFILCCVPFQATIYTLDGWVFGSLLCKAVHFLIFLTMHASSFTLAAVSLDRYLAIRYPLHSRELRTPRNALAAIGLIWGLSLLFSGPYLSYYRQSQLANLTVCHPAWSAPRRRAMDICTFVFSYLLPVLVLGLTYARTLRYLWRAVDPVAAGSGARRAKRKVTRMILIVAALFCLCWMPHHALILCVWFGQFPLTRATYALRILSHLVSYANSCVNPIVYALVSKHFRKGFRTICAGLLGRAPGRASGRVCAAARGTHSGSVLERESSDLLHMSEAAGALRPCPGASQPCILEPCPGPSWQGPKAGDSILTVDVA
PTEN del growth – suppresses growth of cells with PTEN deletion. HCT116 PTEN-null viability, CellTiter-Glo, 60 h; stronger effect = lower value. viability, % at 10 µM. actives 1.2% (n = 140,000). AID 827;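 active = viability at or below a set limit, 4 SD under the median of all tested compounds, cut at about 3.7% in these data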;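 note: PTEN knockout HCT116 line with beta catenin targeted HCT116 as companion control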
Phagocytosis inh – macrophage phagocytosis inhibition. inhibition, % at 5 µM. AID 1029. J774A.1 macrophage IgG-bead phagocytosis, imaging. actives 0.07% (n = 110,000);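 active = inhibition above the mean of the plate negative controls plus 5 SD, cut at about 13% in these data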;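 note: phagocytic index as fraction of beads internalized from green versus red external bead signal; plate controls were DMSO negative control for no effect and cytochalasin-D positive control for full effect; some results beyond the cut were filed as inactive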
NPY Y2 blocker – blocks the human neuropeptide Y Y2 receptor; P49146; NPY-Y2 expressing cells, antagonist mode; inhibition, % at 2.7 µM; actives 0.99% (n = 140,000); AID 793; in the data active = inhibition above about 17%;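 note: 0% = vehicle with agonist challenge and 100% = reference antagonist with challenge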
Target sequence (P49146 whole entry, looked up): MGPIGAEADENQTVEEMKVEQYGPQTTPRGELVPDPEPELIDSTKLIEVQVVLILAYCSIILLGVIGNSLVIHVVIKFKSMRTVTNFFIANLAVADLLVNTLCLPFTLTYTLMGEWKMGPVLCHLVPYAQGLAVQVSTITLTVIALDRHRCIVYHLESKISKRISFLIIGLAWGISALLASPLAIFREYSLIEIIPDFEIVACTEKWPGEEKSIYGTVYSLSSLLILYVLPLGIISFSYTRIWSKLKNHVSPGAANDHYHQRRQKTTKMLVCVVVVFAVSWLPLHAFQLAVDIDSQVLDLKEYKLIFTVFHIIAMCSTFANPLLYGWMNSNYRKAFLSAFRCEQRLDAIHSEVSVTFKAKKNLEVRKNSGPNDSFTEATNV
Measles CPE – protection of cells from measles virus | protection (pct of control), % at 4 µM | Measles virus-infected cells, CPE protection, absorbance | actives 1.5% (n = 140,000) | AID 841; in the data active = protection mostly above about 24%, no sharp cut-off; inactive = mostly below about 26%; note: some compounds called inactive have numbers as strong as hits
MRP-1 activ – activates MRP-1. AID 799. H69AR cells + doxorubicin, viability rescue, CellTiter-Glo. viability increase, % at 10 µM. actives 0.61% (n = 140,000);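 active = viability gain under doxorubicin at or above a set limit, the compound median plus 3 SD, cut at about 4.7% in these data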;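 note: MRP-1 overexpressing cells given doxorubicin 25 µM after compound pretreatment; 18-22 h compound pretreatment then 72 h with doxorubicin before readout; 0% = doxorubicin-only wells and 100% = vehicle-treated cells without doxorubicin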
An asterisk follows results filed as active; x = not tested or not shown; & = joins results of further samples.

SMILES,Phagocytosis inh,NPY Y2 blocker,E-sel TNF inh,PTEN del growth,GALR2 blocker,MRP-1 activ,Measles CPE,Yeast growth inh,HCT116 bCat-KO,Yeast life ext
O=C(Cn1nc(-c2ccccc2)nc1-c1ccccc1)OC1CCCCC1,x,19*,2,74,7,-2.7,11,-57,76,x
CCSCCOC(=O)C1=C(C)NC(=O)NC1c1ccccc1 (centres undefined),-1,-3,19,96,-13,0.7,21,-8,95,-2
COc1ccc(NC(=O)C2CCN(Cc3cnn(-c4ccccc4)c3-n3cccc3)CC2)cc1OC,1,3,3,54,-15,-3.4,3,-7,49,-14
Cc1nn(CC(=O)NNC(=S)Nc2ccccc2)c(C)c1[N+](=O)[O-],0,3,16,98,-3,0.5,4,-79,94,7
COc1nc(N(C)C)nc(-n2nnc(C(C)=O)c2C)n1,0,2,x,100,-2,0.3,5,-26,102,-4
Cc1ccc(S(=O)(=O)Nc2cc(C(=O)N3CCOCC3)ccc2N2CCCCC2)cc1,x,7,x,86,-6,-2.5,25,21,81,2
COC(=O)c1ccccc1NC(=O)CN(C)S(=O)(=O)c1ccc(OC)c(C)c1,-1,9,7,94,-4,-3.0,7,-33,96,-18
COc1ccc(CN(CCC#N)C(=S)NC(=O)c2ccccc2)cc1,-3,2,-7,68,-9,-4.3,15,-41,67,-5
O=C(NCCC1=CCCCC1)C1CCN(C(=O)c2ccc(Cl)cc2)CC1,x,5,x,78,4,-0.1,3,-21,104,-17
C#CCNc1nc(C(C)C)nc2c1nnn2Cc1ccccc1F,-1,4,-36,100,5,0.4,9,-56,97,-9
Cc1cc(C(=O)CSc2nnc(C3COc4ccccc4O3)n2C)c(C)n1-c1ccc(F)cc1 (centres undefined),-1,11,x,76,-3,-2.0,16,-71,79,-7
Nc1ccc2nc3n(c(=O)c2c1)CCC3,0,x,x,92,x,0.5,5,2,89,-5
CS(=O)(=O)N(CCc1ccccc1)CC(=O)Nc1ccc(OCc2ccccc2)cc1,x,0,23,24,0,-3.2,14,-2,20,-17
COC(=O)c1ccc2c(=O)n(CC3CCCO3)c(SCC(=O)Nc3ccccc3OC)nc2c1 (centres undefined),-2,4,-6,66,-6,-3.2,36,-17,77,-4
CC(CC(=O)Nc1ccc(C(N)=O)cc1)c1ccccc1 (centres undefined),0,2,-13,101,7,-1.6,29*,-26,93,3
Clc1ccc(Sc2cc(N3CCOCC3)nc(-c3ccccc3)n2)cc1,x,1,-5,75,-16,-1.6,3,-17,81,-8
CCOC(=O)c1c(NC(=O)CSc2nnc(CNc3ccc(C)cc3C)o2)sc(C)c1C,x,3,75*,67,9,-5.9,7,-28,68,x
CC(C)n1c(SCC(N)=O)nc2c1c(=O)[nH]c(=O)n2C,2,7,0,102,0,-0.3,1,-4,96,3
Cn1c(C(C#N)C(=O)c2ccco2)nc2ccccc21 (centres undefined),-1,2,x,73,20,-2.9,4,64*,74,-11
CCN(CC)C(=O)CP(=O)(c1ccccc1)c1ccccc1,3,3,x,97,-5,-0.6,17,4,101,-2
O=C(NCc1cccc(F)c1)c1noc2c1CCCC2,3,1,-23,30,3,-3.0,11,-18,34,-5
FC(F)(F)c1cc(-c2ccco2)nc(NCc2cccnc2)n1,x,4,x,52,4,-5.5,15,-16,47,-8
Cc1c(C(=O)N/N=C/c2cccnc2)sc(=S)n1C,-3,1,x,90,15,1.2,36,15,93,3
Clc1ccc(SCc2cn3ccsc3n2)cc1,0,5,-1,95,3,-0.6,57*,-12,97,-30
CC(C)=CC(=O)OCC(=O)Nc1cc([N+](=O)[O-])ccc1F,-5,3,x,97,-9,1.0,5,-10,97,-7
O=C(/C=C/Nc1ccc(OC(F)(F)F)cc1)C(F)(F)F,x,0,8,96,-7,-1.3,17,-19,96,-7
CCOC(=O)c1oc2ccc(S(=O)(=O)n3nc(-c4ccc(OC)cc4)cc3N)cc2c1C,0,2,-12,26,-8,-3.2,1,-9,21,-4
CCOC(=O)c1ccc(NC(=O)c2ccccc2)cc1,2,3,3,90,1,-0.2,15,21,92,-17
Cc1ccc(SC(C)C(=O)Nc2ccc(S(=O)(=O)N3CCOCC3)cc2)cc1 (centres undefined),2,2,11,92,6,-2.1,3,-35,86,-7
Clc1ccc(CSc2nnc(-c3ccc4c(c3)OCO4)o2)cc1,0,22*,19,87,-7,-2.7,5,-33,84,-6
COC(=O)c1cc(CNC(=O)c2ccccc2Cl)ccc1OC,x,1,24,103,-4,-2.1,5,6,96,-1
Cc1ccn2c(-c3n[nH]c(=S)n3C)c(C)nc2c1,-2,0,x,101,-4,-1.0,6,-34,91,4
CN(CC(=O)O)S(=O)(=O)c1cc(Cl)ccc1Cl,0,1,23,101,-7,0.1,5,-11,90,-11
c1ccc(-c2ccnc3nc(-n4cccc4)nn23)cc1,-1,5,-11,81,14,-3.8,5,-28,84,-7
Cc1nnc(SCC(=O)Nc2nc3ccccc3s2)n(N)c1=O,-8,0,8,99,2,-2.5,18,-1,104,0
COc1ccc(-c2nnc(SCC(=O)N3CCOCC3)o2)cc1,-1,2,-23,104,2,-0.1,15,-50,97,-4
CCc1c(O)cc(=O)n(-c2ccccc2)c1-c1ccccc1,-2,-2,x,100,-10,-2.0,26*,-48,104,-5
COC(=O)c1c(NC(=O)CN2CCCc3ccccc32)sc(C)c1C,-3,1,13,60,10,-5.2,13,-21,57,-2
CN(C(=O)c1cc2sccc2n1C)C1CCCCC1,0,9,1,80,6,-3.7,22,-18,84,-18
Cc1cc(O)ccc1Nc1nc(-c2sc(N)nc2C)cs1,2,0,-22,113,1,0.1,11,17,101,-12
CC(=O)N1CCN(C(=O)Cn2c(=O)oc3ccccc32)CC1,-2,1,20,100,-2,-1.0,10,-16,100,-1
C/C(=C\C(=O)c1ccccc1)NCc1ccc(F)cc1,1,4,-53,79,-10,-0.7,10,-15,87,-16
COC(C(=O)Nc1ccccc1F)c1ccccc1 (centres undefined),-1,1,8,93,-19,-2.6,7,-8,97,-1
O=C(O)/C(=C1/OC(=O)c2ccccc21)c1ccccc1,0,3,-1,98,6,-1.4,9,-61,98,3
CC(C)C(=O)NNC(=O)CSc1nc(C2CCCCC2)nc2ccccc12,-9,11,x,65,1,-5.3,10,-8,64,2
Cc1cc(C)c2c(c1)c(C)cc1nnc(SCC(=O)c3cccs3)n12,1,3,x,98,3,-3.6,3,-6,109,-5
CCOC(=O)C1CCCCN1Cc1cc(Cl)ccc1O (centres undefined),-1,6,-4,80,-11,0.8,3,-58,80,-4
C/C(N)=C(\C#N)C(=O)NCc1ccccn1,-3,0,x,99,-2,0.2,9,5,93,-8
COCCSc1nnc(-c2cccc(C#N)c2)n1C,-3,-3,x,82,-4,-0.6,4,-19,106,-7
COc1ccc(C(=O)Nc2sc(C)c(C)c2CN2CC(C)OC(C)C2)cc1 (centres undefined),0,0,x,75,5,-1.3,8,-29,80,1

Continued.
SMILES,Phagocytosis inh,NPY Y2 blocker,E-sel TNF inh,PTEN del growth,GALR2 blocker,MRP-1 activ,Measles CPE,Yeast growth inh,HCT116 bCat-KO,Yeast life ext
CCOc1ccc(S(=O)(=O)NCc2ccco2)cc1,0,3,3,98,9,-0.2,13,-17,99,-8
O=C(c1cccc(F)c1F)N1CCCC1,x,3,-8,97,1,0.0,2,-38,94,x
CC(C)C(c1nnnn1Cc1ccc(F)cc1)N1CCN(C(=O)c2ccco2)CC1 (centres undefined),-1,2,x,99,-11,-3.2,4,-10,85,-25
Cc1ccc2[nH]c3c(c2c1)CN(C(=O)CN1CCN(c2ccccc2F)CC1)CC3,-1,3,-4,82,-5,-1.7,19,-22,90,-9
CCCOc1ccc(CSc2nc3ccccc3[nH]2)cc1,x,2,-14,16,3,-3.1,5,0,13,-10
COc1ccc(N2CCN(c3ccc(N4C(=O)COCC4=O)cc3[N+](=O)[O-])CC2)cc1,-2,3,x,84,6,2.8,23,-17,77,-1
CCOc1cc(/C=N/NC(=O)CNc2ccc(C)cc2)ccc1OC(=O)c1ccccc1,174*,-2,12,92,-9,0.0,10,-28,91,-7
CC(=O)Nc1ccc(C(=O)NCCc2ccccc2)cc1,-8,0,0,96,9,-2.5,20,-9,102,1
O=C1NC(=Nc2ccccc2)S/C1=C\c1cccn1-c1ccccc1,2,0,9,20&23,5,-0.1,5,-38,21,6
CC(=O)c1ccc(NC(=O)C2CCCN2S(=O)(=O)c2ccc(C)cc2)cc1 (centres undefined),0,1,-42,99,12,-3.5,12,-37,92,1
CC(C)CNC(=O)c1cccc(NC(=O)c2ccc(Cl)c([N+](=O)[O-])c2)c1,-1,0,x,77,4,-3.8,7,-24,68,5
O=C(Nc1nnc(SCc2ccc(F)cc2)s1)c1ccc2ncsc2c1,0,2,x,101,-1,-0.9,21,-41,94,-2
FC(F)(F)c1ccc(N2CCN(Cc3ccc4c(c3)OCO4)CC2)nc1,-3,9,-1,83,-12,-0.6,3,-28,93,6
COc1cc([N+](=O)[O-])ccc1NC(=O)CCCOc1ccccc1,-2,22*,-46,46,-2,1.7,2,-35,49,-9
COc1ccc(C(=O)NCc2ccccc2)cc1S(=O)(=O)N1CCCc2ccccc21,x,-4,8,62,-1,5.4*,3,-36,70,-8
O=C(Nc1ccc2c(c1)OCO2)c1ccc(Br)c(S(=O)(=O)N2CCCC2)c1,x,1,-16,51,-3,-3.4,7,-38,58,-7
O=C(CSc1nnc(CNC(=O)c2ccccc2F)o1)c1ccccc1,0,1,-3,90,-14,-2.3,2,-29,94,-5
CC12CCC(C(=O)NNc3ccc([N+](=O)[O-])cc3)(CC1=O)C2(C)C (centres undefined),1,-1,x,104,-7,1.0,5,-3,96,1
COC(=O)c1ccc2c(=O)n(CCCCCC(=O)NCc3ccccc3)c(=O)[nH]c2c1,0,6,1,95,-2,-1.5,3,-10,99,1
Cc1ccc2c(Cn3cc(C(F)(F)F)cc(Cl)c3=O)cc(=O)oc2c1,-7,4,x,95,4,-1.5,7,-21,96,-3
COc1ccc(OC)c(NS(=O)(=O)c2cc(OC)ccc2OC)c1,-1,1,-17,89,-13,-0.2,8,-23,92,-19
COc1ccc(C(=O)Nc2ccc(C)cc2C(=O)c2ccccc2)c(OC)c1,-7,6,-18,77,-6,-0.5,24,-7,74,-7
CCN(CC)S(=O)(=O)c1ccc2nc(COC(=O)c3n[nH]c4ccccc34)[nH]c2c1,0,1,x,98,-4,-1.2,2,-12,95,-6
